Rev-erbA mod: Rev-erb alpha (human) modulation; activity, % at 10 µM; 370,000 compounds, 0.79% hits; AID 1259318; Rev-erbα–FITC-DNA binding, fluorescence polarization, 90 min; P20393;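 active means activity above about 14%, limit read from the data; passing the limit was not always enough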;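 further: 0% = DMSO wells with 35 nM protein and 100% = DMSO wells with 750 nM protein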
Target sequence (P20393 whole entry, looked up): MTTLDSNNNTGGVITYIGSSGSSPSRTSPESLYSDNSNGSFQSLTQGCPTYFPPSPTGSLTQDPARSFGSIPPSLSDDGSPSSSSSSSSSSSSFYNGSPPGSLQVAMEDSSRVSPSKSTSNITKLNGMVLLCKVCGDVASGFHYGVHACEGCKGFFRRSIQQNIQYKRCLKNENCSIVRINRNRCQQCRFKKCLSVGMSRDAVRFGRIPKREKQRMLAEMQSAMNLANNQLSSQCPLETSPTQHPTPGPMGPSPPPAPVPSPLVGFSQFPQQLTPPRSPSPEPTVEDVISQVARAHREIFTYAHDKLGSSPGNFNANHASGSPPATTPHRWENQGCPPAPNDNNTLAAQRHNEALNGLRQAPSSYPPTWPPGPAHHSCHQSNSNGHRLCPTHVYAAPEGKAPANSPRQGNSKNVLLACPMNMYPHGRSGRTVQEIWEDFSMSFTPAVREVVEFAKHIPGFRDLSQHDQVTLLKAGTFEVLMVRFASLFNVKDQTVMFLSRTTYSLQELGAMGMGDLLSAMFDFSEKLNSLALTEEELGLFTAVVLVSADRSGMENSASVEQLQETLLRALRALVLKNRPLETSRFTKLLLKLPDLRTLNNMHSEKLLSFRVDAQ
ssDAF12 agonist: S. stercoralis DAF-12 activation, primary screen. HEK293 ssDAF-12/GRIP1 lit1-tk-luc reporter, luminescence; % of 3 µM dafachronic acid response. activation, % at 6.8 µM. 370,000 compounds, 1% hits;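 active means activation above the mean over all tested compounds plus 3 SD, cut at about 0.9% in these data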;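 further: 0% = DMSO-only wells and 100% = 3 µM delta7-dafachronic acid wells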
PLC-beta3 inh: blocks human PLC-beta3 enzyme activity; Q01970; Purified PLC-beta3, fluorogenic substrate, fluorescence; inhibition, % at 12.2 µM; 370,000 compounds, 0.18% hits; in the data active means inhibition above about 11%;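 further: 0% = median of compound wells on plate and 100% = full blocker control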
SMARCA2 act: activators of SMARCA2 function | MG213 cells, MMTV-luciferase reporter, dexamethasone, overnight | activation, % at 9.1 µM | 370,000 compounds, 1% hits | AID 652017; in the data active means activation above about 7.8%;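 further: 0% = vehicle wells and 100% = reference activator wells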
MBD2 inh: MBD2-methylated oligo binding inhibition; inhibition, % at 4.4 µM; 370,000 compounds, 0.31% hits; TR-FRET, MBD2 binding to methylated oligonucleotide; AID 686964; in the data active means inhibition above about 13%
Target sequence (Q9UBB5 whole entry, looked up): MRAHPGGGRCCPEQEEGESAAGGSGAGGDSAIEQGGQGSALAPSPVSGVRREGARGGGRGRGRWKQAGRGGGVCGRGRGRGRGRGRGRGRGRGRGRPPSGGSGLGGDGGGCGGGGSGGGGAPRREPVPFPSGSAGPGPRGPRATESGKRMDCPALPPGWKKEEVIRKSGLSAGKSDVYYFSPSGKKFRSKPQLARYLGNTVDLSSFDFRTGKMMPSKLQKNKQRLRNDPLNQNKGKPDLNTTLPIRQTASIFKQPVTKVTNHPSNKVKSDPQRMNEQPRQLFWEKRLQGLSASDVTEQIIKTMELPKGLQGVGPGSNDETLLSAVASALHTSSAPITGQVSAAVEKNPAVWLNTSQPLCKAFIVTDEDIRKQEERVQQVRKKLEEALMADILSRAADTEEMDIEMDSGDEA
ADAM17 inh: inhibits human ADAM17; 370,000 compounds, 0.83% hits; AID 720648; recombinant ADAM17, EDANS/DABCYL FRET peptide cleavage; P78536; inhibition, % at 6.95 µM;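 active means inhibition above the mean of compounds lying between control limits plus 3 SD, set per campaign, cut at about 8.5% in these data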;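 further: 0% = DMSO-only wells as the low control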
PLCg1 inh: blocks human PLC-gamma1 enzyme activity; P19174; purified PLC-gamma1, fluorogenic substrate, fluorescence; inhibition, % at 12.2 µM; 370,000 compounds, 0.84% hits; in the data active means inhibition above about 9.5%
hgDAF-12 ag: hgDAF-12 agonism, primary luciferase screen; AID 687014; activation, % at 6.8 µM; HEK293 GAL4-hgDAF12 UAS-luciferase reporter, agonist luminescence; normalized to butyrate control; 370,000 compounds, 1.8% hits;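 active means activation above a cutoff set at the mean of all screened compounds plus 3 SD, cut at about 10% in these data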;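 further: 0% = DMSO wells and 100% = sodium butyrate wells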
hcDAF-12 act: H. contortus DAF-12 activation, primary screen. AID 652067. 370,000 compounds, 1.4% hits. HEK293 hcDAF-12 lit1-tk-luc reporter, luminescence; 0% DMSO, 100% Δ7-dafachronic acid. activation, % at 6.8 µM;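 active means activation above the mean of all tested compounds plus 3 SD, cut at about 5.5% in these data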;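 further: 100% = response to 3 µM Δ7-dafachronic acid high control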
DAX1 inh-1: blocks DAX1 repression of SF-1 activated StAR promoter; HEK293T StAR-luciferase reporter, SF-1/DAX-1 repression relief; inhibition, % at 6.8 µM; 370,000 compounds, 1.1% hits; AID 652010;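 active means inhibition above the mean over all tested compounds plus 3 SD, cut at about 3.6% in these data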;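 further: 0% = DAX-1 cells with DMSO and 100% = cells lacking DAX-1 with DMSO; higher inhibition means more luminescence from relief of DAX-1 repression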
DAX1 inh-2: NR0B1 (DAX1) inhibition; P51843; HEK293 Gal4-DAX1 luciferase reporter, luminescence; inhibition, % at 6.75 µM; 340,000 compounds, 0.99% hits; AID 504766;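 active means inhibition above the mean over all tested compounds plus 3 SD, cut at about 4.2% in these data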;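 further: 0% = DAX1-transfected cells with DMSO and 100% = empty-vector control cells with DMSO; inhibition shows as a rise in luminescence from relieved DAX1 repression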
* = called active by the depositor; . = no result given.

1: O=C1COc2ccccc2C(c2nc3ccccc3[nH]2)N1Cc1ccccc1 (stereo unspecified)
2: CCN(CC)S(=O)(=O)c1cc(NC(=O)C2CCN(c3ncnc4sc(C)c(C)c34)CC2)ccc1Cl
3: COc1ccc2[nH]c(=O)c(CNc3ccc(C)c(C)c3)cc2c1
4: O=C(CCN1CCCCC1)NCNC(=O)CCN1CCCCC1
5: CCN(CC)C(=O)CSc1nc2cc(S(=O)(=O)N3CCOCC3)ccc2n1CC
6: CC(C)CNc1cccc2c1S(=O)(=O)N[C@H](C)CO2

assay / entry,1,2,3,4,5,6
Rev-erbA mod,1,-1,-7,.,-5,-3
ssDAF12 agonist,-0.4,-1.3,-0.2,-0.7,0.1,-1.0
PLC-beta3 inh,5,-7,-193,1,-3,-1
SMARCA2 act,-5,-4,2,-2,-3,1
MBD2 inh,-2,4,-7,1,1,-2
ADAM17 inh,-2,0,-33,-7,-3,-1
PLCg1 inh,2,-2,-149,2,-2,2
hgDAF-12 ag,1.0,-1.4,1.2,0.2,-1.3,-0.1
hcDAF-12 act,1.0,-1.1,4.1,-3.4,-0.2,-1.2
DAX1 inh-1,-1.5,-2.2,0.1,-0.2,1.4,-0.9
DAX1 inh-2,.,-5.3,3.2,-1.5,0.2,.

7: CS(=O)(=O)Nc1nnc(SCC(=O)Nc2cccc([N+](=O)[O-])c2)s1
8: CCOC(=O)c1c(C)[nH]c(C(=O)OCC(=O)Nc2ccc(OC)c(Cl)c2)c1C
9: C[C@H]1CN(Cc2ccccc2)C(=O)[C@@H]1CC(=O)Nc1ccccc1
10: O=C(NCc1nnc(SCC(=O)N2CCN(c3ccccc3)CC2)o1)c1ccccc1
11: COc1ccc(N(C)S(=O)(=O)c2cccc(C(=O)Nc3ccc4c(c3)OCCO4)c2)cc1
12: O=C(CCSCc1ccc(Cl)cc1)NCCc1ccccc1

assay / entry,7,8,9,10,11,12
Rev-erbA mod,-1,1,-7,12,2,-2
ssDAF12 agonist,-1.2,-0.8,-1.1,-1.3,-1.3,-0.4
PLC-beta3 inh,4,-1,4,-6,-5,-3
SMARCA2 act,-2,-3,-3,-3,-6,-3
MBD2 inh,6,4,-4,7,-3,4
ADAM17 inh,0,-2,4,-2,11*,-4
PLCg1 inh,1,1,3,0,8,-1
hgDAF-12 ag,-2.3,-0.4,4.7,-0.3,-0.9,-1.8
hcDAF-12 act,0.1,-2.5,-1.8,-0.6,-1.2,-1.6
DAX1 inh-1,-0.9,0.2,-0.2,0.4,-0.5,0.3
DAX1 inh-2,-0.4,0.4,2.8,0.3,-0.7,0.8

13: Cc1ccc(S(=O)(=O)NC(Cc2c[nH]c3ccccc23)C(=O)O)cc1 (stereo unspecified)
14: CC(c1nc2ccccc2o1)N1C(=O)c2ccccc2C1=O (stereo unspecified)
15: COc1ccccc1C(=O)N1[C@@H](C(C)C)COc2cc(Br)ccc2S1(=O)=O
16: CCOC(=O)c1cccc(NS(=O)(=O)c2c(C)[nH]c(=O)[nH]c2=O)c1
17: O=C(c1ccccc1Cc1ccccc1)N1CCN(S(=O)(=O)c2ccccc2F)CC1
18: Cc1cccc(N2CN=C3SCC(=O)N3C2)c1

assay / entry,13,14,15,16,17,18
Rev-erbA mod,-1,-2,5,4,6,5
ssDAF12 agonist,0.0,-1.0,-1.2,-0.9,-0.3,-1.5
PLC-beta3 inh,-6,1,4,-1,-2,-4
SMARCA2 act,-1,-1,-4,3,-3,1
MBD2 inh,-5,1,1,4,8,2
ADAM17 inh,-1,-2,6,1,-1,-1
PLCg1 inh,-2,1,4,-5,3,-4
hgDAF-12 ag,4.0,-1.1,-0.3,-1.0,2.1,-0.2
hcDAF-12 act,2.7,0.5,-1.5,-0.4,-2.2,1.3
DAX1 inh-1,0.4,-0.1,-2.5,-0.1,-0.9,0.5
DAX1 inh-2,-0.2,0.6,0.5,0.7,-0.2,-0.8

Carrying on:
Order of values – Rev-erbA mod	ssDAF12 agonist	PLC-beta3 inh	SMARCA2 act	MBD2 inh	ADAM17 inh	PLCg1 inh	hgDAF-12 ag	hcDAF-12 act	DAX1 inh-1	DAX1 inh-2
[19] Cc1ccc(/C=N/NC(=O)c2nc3nc(C)cc(C)n3n2)cc1
→ -5	-1.2	0	-4	-3	3	0	1.6	-1.0	-0.6	0.4
[20] COc1cccc(CN2CCN(c3cccc(C(F)(F)F)c3)CC2)c1OC
→ 3	-1.1	-1	-3	10	2	0	-2.1	-0.8	-0.6	0.4
[21] COC1(C2=NCCN2)COc2ccccc2O1 (stereo unspecified)
→ -4	-1.3	5	-3	-4	-3	-3	1.2	-0.7	0.8	0.8
[22] COc1ccc(C)cc1NC(=O)C(Sc1nnc2ccccn12)c1ccccc1 (stereo unspecified)
→ 0	-1.3	1	5	-2	0	5	-2.0	0.3	-0.2	-0.5
[23] CCOc1ccc(CCNC(=O)c2cccc(NC3=NC4CS(=O)(=O)CC4S3)c2)cc1OCC (stereo unspecified)
→ 3	-0.5	0	-4	-2	1	7	-2.3	-1.6	0.4	0.2
[24] O=C(CSc1nncs1)NCc1ccc(F)cc1
→ 3	-1.5	-3	0	-5	-1	1	-1.1	0.8	-0.2	1.2
[25] COCCN(C(=S)Nc1ccc(OC)cc1)C1CCN(C(C)C)CC1
→ -5	-1.6	2	0	5	0	-1	4.4	-1.4	0.1	0.3
[26] O=C(NC(NCc1ccccc1)C(Cl)(Cl)Cl)c1cccnc1 (stereo unspecified)
→ 4	-1.3	-2	-1	1	-5	2	-2.6	-1.9	-0.5	0.9
[27] CC(=O)NC(=S)Nc1ccc(-c2nc3ccc(C)cc3s2)cc1
→ 12	-0.3	-33	18*	-5	-45	-27	15*	4.9	2.9	4.1
[28] O=C(O)CCn1c(=S)oc2ccccc21
→ -3	-0.7	1	-1	-2	2	-1	1.1	-0.2	1.4	0.6
[29] O=C(Nc1ccc(F)cc1F)c1cccc(S(=O)(=O)N2CCCCC2)c1
→ 7	-1.5	-4	3	7	0	0	0.9	-1.3	-0.6	0.6
[30] Cc1noc(C)c1COC(=O)COc1cccc2c1OC(C)(C)C2
→ 14	-1.5	-1	-1	-1	-4	3	-0.4	0.5	-0.4	0.2
[31] O=C(CN1C(=O)NC2(CCCC2)C1=O)Nc1nc(-c2ccccc2)cs1
→ 1	-0.4	-9	-2	-2	4	-3	-2.2	-0.7	-0.8	-0.3
[32] COc1cc(Cl)c(C)cc1NC(=O)c1ccc(NS(=O)(=O)c2ccc(F)c(F)c2)cc1
→ -1	-0.1	0	-1	2	2	3	-0.8	1.1	-0.3	0.4
[33] O=C(Nc1nnc(SCc2ccc(Cl)cc2Cl)s1)C1COc2ccccc2O1 (stereo unspecified)
→ -1	-1.1	-2	-1	8	-5	-4	-1.4	-1.1	0.2	-0.5
[34] O=C(c1ccc(Cl)s1)N1CCCC(N2CCN(c3ccc(F)cc3)CC2)C1 (stereo unspecified)
→ 5	-1.0	-3	-3	3	-2	0	-1.8	-1.1	-0.6	-0.6
[35] COc1cccc(C(=O)NC(=O)Nc2cc(C)on2)c1
→ -7	-1.4	-3	8.4*	-6	-2	0	9.6	2.8	2.2	3.0
[36] C=CC[C@H](CC(=O)OC(C)(C)C)C(=O)OC[C@H]1CCCN1C(=O)[C@@H](CC=C)CC(=O)N(CCO)Cc1ccccc1
→ 1	-1.6	3	0	-2	-1	0	-2.0	-1.6	0.4	0.5
[37] CC1CCCCC1NC(=O)COC(=O)c1ccc(S(=O)(=O)NCc2ccco2)cc1 (stereo unspecified)
→ 5	-1.4	3	-1	-5	-1	2	2.5	-0.2	-0.2	-0.4
[38] O=C(C(=O)N1CCN(c2ccccc2F)CC1)c1c[nH]c2ccccc12
→ -1	-1.8	-2	4	5	2	3	-0.4	-0.6	0.9	0.6
[39] CCCCC[n+]1ccn(-c2nc3ccccc3nc2[N-]S(=O)(=O)c2ccccc2)c1
→ 2	-0.2	-147	-3	-6	-68	-113	1.3	0.7	0.6	2.5
[40] O=C(OCCN1CCN(C2CN(Cc3cn(Cc4cccc(F)c4)nn3)S(=O)(=O)C2)CC1)c1cc2ccccc2o1 (stereo unspecified)
→ 9	-1.4	2	3	0	-2	1	2.4	0.3	-0.4	.
[41] O=C1c2ccccc2C(=O)N1CCC(=O)N1CCCc2ccccc21
→ -2	-0.3	1	2	0	-3	2	2.5	1.0	0.1	0.7
[42] COc1ccc(NC(=O)c2ccco2)cc1NC(=O)c1ccc(C#N)cc1F
→ -5	-1.1	-7	-1	3	0	-1	1.5	-1.2	0.1	-0.5
[43] CCOC(=O)CC(=O)CSc1nc2nc(C)cc(C)n2n1
→ -5	-1.0	-17	0	-1	-2	-15	-0.7	-1.7	-0.1	-0.1
[44] CCOc1ccc(NC(=O)C2C(c3ccccc3)C2(Cl)Cl)cc1 (stereo unspecified)
→ 5	-0.8	-4	0	5	8	-3	1.6	-1.2	0.4	-0.8

Eleven entries out of the list, ordered by molar mass, low to high:
Order of values – Rev-erbA mod	ssDAF12 agonist	PLC-beta3 inh	SMARCA2 act	MBD2 inh	ADAM17 inh	PLCg1 inh	hgDAF-12 ag	hcDAF-12 act	DAX1 inh-1	DAX1 inh-2
[28] O=C(O)CCn1c(=S)oc2ccccc21
→ -3	-0.7	1	-1	-2	2	-1	1.1	-0.2	1.4	0.6
[18] Cc1cccc(N2CN=C3SCC(=O)N3C2)c1
→ 5	-1.5	-4	1	2	-1	-4	-0.2	1.3	0.5	-0.8
[30] Cc1noc(C)c1COC(=O)COc1cccc2c1OC(C)(C)C2
→ 14	-1.5	-1	-1	-1	-4	3	-0.4	0.5	-0.4	0.2
[27] CC(=O)NC(=S)Nc1ccc(-c2nc3ccc(C)cc3s2)cc1
→ 12	-0.3	-33	18*	-5	-45	-27	15*	4.9	2.9	4.1
[44] CCOc1ccc(NC(=O)C2C(c3ccccc3)C2(Cl)Cl)cc1 (stereo unspecified)
→ 5	-0.8	-4	0	5	8	-3	1.6	-1.2	0.4	-0.8
[1] O=C1COc2ccccc2C(c2nc3ccccc3[nH]2)N1Cc1ccccc1 (stereo unspecified)
→ 1	-0.4	5	-5	-2	-2	2	1.0	1.0	-1.5	.
[20] COc1cccc(CN2CCN(c3cccc(C(F)(F)F)c3)CC2)c1OC
→ 3	-1.1	-1	-3	10	2	0	-2.1	-0.8	-0.6	0.4
[34] O=C(c1ccc(Cl)s1)N1CCCC(N2CCN(c3ccc(F)cc3)CC2)C1 (stereo unspecified)
→ 5	-1.0	-3	-3	3	-2	0	-1.8	-1.1	-0.6	-0.6
[15] COc1ccccc1C(=O)N1[C@@H](C(C)C)COc2cc(Br)ccc2S1(=O)=O
→ 5	-1.2	4	-4	1	6	4	-0.3	-1.5	-2.5	0.5
[32] COc1cc(Cl)c(C)cc1NC(=O)c1ccc(NS(=O)(=O)c2ccc(F)c(F)c2)cc1
→ -1	-0.1	0	-1	2	2	3	-0.8	1.1	-0.3	0.4
[2] CCN(CC)S(=O)(=O)c1cc(NC(=O)C2CCN(c3ncnc4sc(C)c(C)c34)CC2)ccc1Cl
→ -1	-1.3	-7	-4	4	0	-2	-1.4	-1.1	-2.2	-5.3

Screening data (PubChem)
